AmpC inh detg: qHTS Inhibitors of AmpC Beta-Lactamase (assay with detergent). AmpC hydrolysis of nitrocefin, absorbance 480 nm, 0.01% Triton. Potency, µM (series often up to 114 µM), inactives show top-dose activity change, negative = inhibition, actives largely listed as inhibitors. 370,000 compounds, 0.041% hits. AID 485294, 2010;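 note: potency is the fitted concentration of half-maximal effect; 0% = no-compound wells and -100% = no-enzyme wells; nearly all actives have a fitted effect of over 25% in size; some results filed as inactive show a strong effect at the top dose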
Target sequence (P00811 whole entry, looked up): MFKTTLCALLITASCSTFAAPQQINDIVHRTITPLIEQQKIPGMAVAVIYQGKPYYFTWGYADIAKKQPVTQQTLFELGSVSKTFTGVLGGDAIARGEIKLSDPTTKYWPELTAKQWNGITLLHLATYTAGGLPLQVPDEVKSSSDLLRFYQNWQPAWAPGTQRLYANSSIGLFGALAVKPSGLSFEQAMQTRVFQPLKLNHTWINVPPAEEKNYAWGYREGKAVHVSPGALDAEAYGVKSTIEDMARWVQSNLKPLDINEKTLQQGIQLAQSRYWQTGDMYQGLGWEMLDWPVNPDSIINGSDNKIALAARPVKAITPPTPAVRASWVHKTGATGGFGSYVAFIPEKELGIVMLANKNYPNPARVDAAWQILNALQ
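AmpC (5.3 nM in the dispensed reagent) in 20 mM phosphate pH 7.0 with 0.01% (detergent screen) or 0.0001% Triton X-100 was preincubated with compounds for 15 min at room temperature. Nitrocefin was then added from an 800 uM solution, and hydrolysis was followed at 480 nm.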
AMA1-RON2 inh: qHTS for Inhibitors of AMA1-RON; Towards Development of Antimalarial Drug Lead: Primary Screen | Plasmodium falciparum AMA1 (3D7) - RON2 peptide interaction | AlphaScreen AMA1-biotinylated RON2 peptide binding | Potency, µM (series often up to 58.2 µM), for the others: at the top dose activity change, negative = inhibition, most hits filed as inhibitors | 360,000 compounds, 0.2% hits;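 note: potency is the fitted concentration of half-maximal effect; 0% = vehicle wells and -100% = peptide control; nearly all actives have a fitted effect of over 45% in size; some results filed as inactive show a strong effect at the top dose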
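AMA1 (3D7) with his tag at 25 nM final met compounds first, then biotinylated RON2 peptide at 25 nM; detection used donor plus acceptor beads, 10 µg/mL apiece, read by AlphaScreen after 30 min at room temperature.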
HCMV antiviral: qHTS Assay for inhibitors of the human cytomegalovirus (HCMV); HFF cells, HCMV-luciferase reporter, 72 h; hits give low values; activity change, negative = inhibition, % at 57.5 µM; 410,000 compounds, 4.5% hits; in the data active = activity change below about -60%; inconclusive = no clear call, values can overlap the other calls; inactive = above about -39%
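Steps: HFFs plated, 16 h 37C; compounds added; HCMV-luciferase added to MOI 1 PFU/cell; 72 h 37C; OneGlo reagent, 5 min room temperature; luminescence read, normalized to controls.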
AmpC no deterg: qHTS Inhibitors of AmpC Beta-Lactamase (assay without detergent); P00811; AmpC nitrocefin hydrolysis, absorbance 480 nm, 0.0001% Triton; Potency, µM (titrated, usually from 57.1 µM), for inactives: at the top dose activity change, negative = inhibition, most hits filed as inhibitors; 330,000 compounds, 0.52% hits; AID 485341, 2010;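 note: potency is the fitted concentration of half-maximal effect; plate controls were no compound for no effect and no enzyme for full effect; nearly all actives have a fitted effect of over 20% in size; some results filed as inactive show a strong effect at the top dose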
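20 mM phosphate pH 7.0 + 0.01% (detergent screen) or 0.0001% Triton X-100; 5.3 nM AmpC reagent; cpd preinc 15 min RT; nitrocefin (800 uM stock) to start; A480 q20 s × 4 min; Activity was normalised to no-enzyme and no-compound control wells.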
Giardia FBPA inh: qHTS Assay for Inhibitors of Fructose-1,6-bisphosphate Aldolase from Giardia Lamblia. 290,000 compounds, 0.71% hits. Potency, µM (doses to about 59.6 µM), for the others: at the highest dose activity, negative = inhibition, hits mostly inhibitors. purified Giardia FBPA; note: potency is the fitted concentration of half-maximal effect; nearly all actives have a fitted effect of over 55% in size
Target sequence (A8B2U2 whole entry, looked up): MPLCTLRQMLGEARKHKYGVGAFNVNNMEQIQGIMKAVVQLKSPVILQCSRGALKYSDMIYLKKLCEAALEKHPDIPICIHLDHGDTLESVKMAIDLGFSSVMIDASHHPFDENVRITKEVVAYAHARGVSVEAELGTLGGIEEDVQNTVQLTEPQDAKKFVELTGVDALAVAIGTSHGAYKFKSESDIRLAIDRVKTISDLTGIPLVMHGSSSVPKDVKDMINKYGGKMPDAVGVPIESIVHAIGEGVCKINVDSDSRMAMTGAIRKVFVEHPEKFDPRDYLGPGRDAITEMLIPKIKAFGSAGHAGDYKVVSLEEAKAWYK
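40 nM FBPA preincubated 10 min at RT with compound (up to 57.5 uM final), then substrate plus GAPDH/TPI/NAD/arsenate coupling and diaphorase/resazurin added. Fluorescence read after 20 min at RT, 525/598 nm.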
Sm TGR inh: qHTS Assay for the Inhibitors of Schistosoma Mansoni Peroxiredoxins | 360,000 compounds, 3% hits | Schistosoma mansoni thioredoxin glutathione reductase (TGR), Q962Y6 | Potency, µM (highest dose often 114 µM), for the others: top-dose activity change, negative = inhibition, actives largely listed as inhibitors | AID 485364, 2010 | purified TGR, DTNB reduction, TNB absorbance 405 nm; note: potency is the fitted concentration of half-maximal effect; nearly all actives have a fitted effect of over 60% in size
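First, TGR (20 nM dispensed) and NADPH were mixed with compound. Second, a 15 min room-temperature incubation followed. Third, further NADPH and then DTNB were added to start the reaction. Finally, TNB absorbance was monitored kinetically.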
An asterisk follows results filed as active; ? = inconclusive; . = not tested or not shown; & = joins results of further samples; [ ] = another dose, or the depositor's remark. Unless noted, calls come from the whole dose curve; as a rule, active = well fitted curve in the direction sought with a large enough effect; inconclusive = small, poorly fitted or top-dose-only effect, or another doubt; inactive = no such curve, though single readings can be large; an effect the other way counts as inactive or inconclusive. Unless noted, % is set by controls: 0 for no effect and ±100 for the full control effect.

SMILES | AmpC inh detg | AMA1-RON2 inh | HCMV antiviral | AmpC no deterg | Giardia FBPA inh | Sm TGR inh
COc1ccc(CN(C)C(=O)c2cccc(S(=O)(=O)N3CCN(c4ccccc4)CC3)c2)c(OC)c1OC | ? | ? | -69.8* | 167.0%[activator] | . | 32.3%
Cc1cccc(NC(=S)NNC(=O)c2ccccc2OC(F)F)c1 | -0.8% | 46.8%[activator] | 59.5 | -7.7% | ? | -3.6%
C[C@]12c3[nH]c4ccc(Cl)cc4c3CCN1C(=O)[C@@H](CC(=O)NCc1cccc(C(F)(F)F)c1)C[C@@H]2C(=O)N1CCCCC1 | . | -1.2% | -103.7* | 102.0%[activator] | . | .
COc1ccccc1N(C)S(=O)(=O)c1ccc(C(=O)OCC(=O)Nc2ccc(C(N)=O)cc2)cc1 | 5.7% | 6.8% | 53.0 | -11.1% | . | -4.1%
Oc1ccc2ccccc2c1CN1CCN(C/C=C/c2ccccc2)CC1 | 3.9% | -12.3% | -23.7 | -22.8% | -7.9% | 2.82µM*
O=C(Nc1ccc(Cl)c(Cl)c1)Nc1ccccn1 | 0.9% | -3.2% | 74.8 | -11.0% | 4.2% | 8.6%
O=C(O)/C=C\C(=O)Nc1ccccc1N1CCN(c2ccccc2)CC1 | 3.5% | -12.4% | 11.5 | -23.0% | 8.0% | 11.2µM*
COCC(=O)Nc1ccccc1NC(C)=O | -7.7% | 14.4% | 4.5 | -9.1% | 7.4% | -1.5%
COC(=O)c1nccnc1C(=O)Nc1ccccc1N1CCOCC1 | -11.0% | 3.3% | 18.0 | 23.2% | . | 0.3%
CCCC(=O)Nc1nnc(S(=O)(=O)N(CC)c2ccc(OC)cc2)s1 | 0.9% | 1.8% | -3.5 | -15.5% | 4.3% | -1.3%
CCCCOc1ccc(C(=O)Nc2ccc(S(=O)(=O)Nc3onc(C)c3C)cc2)cc1 | 1.6% | . | -32.2 | -34.7% | . | -16.5%
COC(=O)N/N=C/c1cc([N+](=O)[O-])cc(Br)c1O | 2.0% | -4.3% | -6.1 | -19.4% | 27.2% | 2.4%
CC(Sc1nnnn1-c1ccccc1)C(=O)Nc1ccccc1-c1ccccc1 (stereo unspecified) | -1.9% | 0.9% | ? | -36.7% | 4.6% | -16.9%
C=CCc1ccc(OCCCOc2ccc(C)cc2OC)c(OC)c1 | -5.6% | 22.5% | -0.2 | 47.6% | -4.0% | -4.3%
Cn1c(N)c(C(=O)c2ccccc2)c(=O)n(C)c1=O | -1.2% | 4.4% | -12.8 | -7.3% | 0.4% | -15.8%
CC(C)(C)C(=O)Nc1ccc(C(=O)N/N=C/C2CC3C=CC2C3)cc1 (stereo unspecified) | -0.8% | 50.0%[activator] | 5.9 | -22.1% | -2.3% | -7.1%
CCOC(=O)C1=C(C)N(c2ccc(OCC)cc2)C(=O)/C1=C\c1ccco1 | -7.6% | ? | ? | -11.9% | -7.6% | 17.8µM*
O=C(NCC(=O)N(c1ccc(F)cc1)C(C(=O)NC1CCCC1)c1ccncc1)c1ccco1 (stereo unspecified) | -9.4% | -17.1% | -16.6 | 9.3% | 9.1% | 0.0%
CCOc1cc(N2CCOCC2)c(OCC)cc1NC(=O)C(C)C | -5.9% | 0.0% | -20.4 | 16.1% | ? | -1.3%
COc1ccc(S(=O)(=O)N2CCC(C(=O)Nc3nnc(C)s3)CC2)cc1OC | ? | 4.7% | -17.8 | -22.3% | . | -1.9%
Cc1c(C(=O)OCc2nc3ccsc3c(=O)[nH]2)oc2ccccc12 | -12.3% | -9.0%[11.6 µM] | 3.0 | -46.6% | . | -9.1%
COc1ccc(S(=O)(=O)NC(C)C(=O)NCCN2CCOCC2)cc1Cl (stereo unspecified) | -6.8% | -2.0% | 21.2 | -4.2% | 8.3% | 5.5%
CC(C)(C)c1ccc(OCCC(=O)Nc2ccc(N3CCOCC3)cc2N2CCOCC2)cc1 | -6.5% | ? | -7.6 | 222.0%[activator] | . | -20.1%
O=c1[nH]c(CN2CCC(c3nc4ccccc4s3)CC2)nc2sc3c(c12)CCC3 | -12.0% | . | . | -4.1% | 6.1% | -1.3%
O=C(N/C(=C\c1cn(-c2ccccc2)nc1-c1ccccc1)C(=O)N1CCOCC1)c1ccccc1 | ? | . | . | -17.2% | 1.1% | -1.7%
O=C(Nc1ccccc1-c1ccccc1)C12CC3CC(CC(C3)C1)C2 | -2.2% | 9.7% | -3.1 | -23.1% | 0.3% | 0.7%
Nc1c2c(nc3cccc(Cl)c13)N(c1ccccc1)CC2 | -1.8% | 5.6% | 15.7 | -21.4% | 4.7% | -2.1%
COc1ccc(OCCNc2cc(N3CCCCC3)ccc2[N+](=O)[O-])cc1 | -9.0% | ? | ? | 2.4% | -2.6% | -0.3%
COc1cc(/C=N/n2cnnc2)ccc1OCCSc1ccc(C)cc1 | ? | -4.4% | 272.6 | 100.8%[activator] | -0.8% | -0.2%
CC[C@H](C)[C@H](NC(N)=O)C(=O)NCCc1ccc(OC)cc1 | -6.6% | -11.2% | -13.3 | -2.4% | 2.3% | 10.3%
O=C(Nc1ccc(F)cc1)NC1CCCCC1 | 1.2% | 2.2% | 37.3 | -30.7% | 3.7% | 2.3%
COC(=O)c1cc(NC(=O)COC(=O)CCc2nc3ccccc3c(=O)[nH]2)cc(C(=O)OC)c1 | . | -22.5% | 28.0 | -16.7% | . | .
NC(=O)c1oc2ccccc2c1NC(=O)CS(=O)(=O)c1ccccc1 | -1.6% | 3.5% | -36.0 | -29.3% | 8.8% | -3.7%
COc1ccc(C2C(C#N)=C3NC(=O)c4c(sc5c4CCCCC5)N3C3=C2C(=O)CC(C)(C)C3)cc1 (stereo unspecified) | ? | 21.8% | -4.3 | -52.8% | ? | -6.9%
NC(N)=NS(=O)(=O)c1ccc(N=C2C(=O)Nc3ccccc32)cc1 | -3.3% | -7.7% | 10.6 | -17.7% | -13.5% | 0.0%
Clc1ccccc1CN1CCN(/N=C/C=C/c2ccco2)CC1 | -0.2% | ? | 41.9 | 7.0% | -4.3% | 15.8µM*
CCc1ccc(NC(=O)CCC(=O)c2ccccc2)cc1 | -8.6% | 0.8% | -24.8 | -26.5% | 19.0% | -19.3%
COc1ccc(Br)cc1CNC(=O)C1CCCN(c2nc3ccccc3o2)C1 (stereo unspecified) | 3.9% | 1.7% | -12.1 | -4.6% | 4.6% | 27.2%
Cc1ccc(N2CC(C(=O)Nc3ccc4c(c3)OCCO4)CC2=O)cc1 (stereo unspecified) | ? | 10.6% | ? | -12.2% | -3.3% | -6.5%
CCOc1ccc(CN2CCN(Cc3cnc(-c4ccccc4)s3)CC2CCO)cc1 (stereo unspecified) | 5.3% | 3.3% | ? | 258.6%[activator] | 0.9% | .

5 structures from above, sorted by molar mass, largest number first:
SMILES | AmpC inh detg | AMA1-RON2 inh | HCMV antiviral | AmpC no deterg | Giardia FBPA inh | Sm TGR inh
COC(=O)c1cc(NC(=O)COC(=O)CCc2nc3ccccc3c(=O)[nH]2)cc(C(=O)OC)c1 | . | -22.5% | 28.0 | -16.7% | . | .
COc1ccc(Br)cc1CNC(=O)C1CCCN(c2nc3ccccc3o2)C1 (stereo unspecified) | 3.9% | 1.7% | -12.1 | -4.6% | 4.6% | 27.2%
CCOc1ccc(CN2CCN(Cc3cnc(-c4ccccc4)s3)CC2CCO)cc1 (stereo unspecified) | 5.3% | 3.3% | ? | 258.6%[activator] | 0.9% | .
NC(N)=NS(=O)(=O)c1ccc(N=C2C(=O)Nc3ccccc32)cc1 | -3.3% | -7.7% | 10.6 | -17.7% | -13.5% | 0.0%
O=C(Nc1ccc(F)cc1)NC1CCCCC1 | 1.2% | 2.2% | 37.3 | -30.7% | 3.7% | 2.3%

New compounds follow.
SMILES | AmpC inh detg | AMA1-RON2 inh | HCMV antiviral | AmpC no deterg | Giardia FBPA inh | Sm TGR inh
CN(C[C@H](Cc1ccccc1)N(C[C@@H](Cc1cccc2ccccc12)N(CCc1ccccc1)N=O)N=O)N=O | 9.5% | -2.7% | 14.1 | -20.1% | 2.4% | ?
CCCCCCCCCCCCCCCCn1cc[n+](C)c1 | 0.0%&7.3% | 2.4%&-0.9% | -95.9* | 96.4%&62.2%[activator] | 1.9%&7.2% | 13.1%&1.3%
CC(=N\NC(=O)c1ccc([N+](=O)[O-])cc1)/C(=N/O)C(=O)Nc1ccccc1 | ? | 44.5%[activator] | 5.6 | -15.8% | 4.7% | 1.6%
O=C(NCCc1ccccc1)C(=O)NN=C1CCCC1 | 1.2% | 16.5% | 31.1 | -15.8% | 0.1% | 3.8%
Cc1cc(N2C(=O)C(O)=C(C(=O)c3ccco3)C2c2ccc([N+](=O)[O-])cc2)no1 (stereo unspecified) | 3.1% | 0.0% | 13.7 | -18.9% | . | -4.4%
O=C(c1ccccc1)c1ccccc1NC(=O)C1CCCN1Cc1ccccc1 (stereo unspecified) | 4.8% | -7.1% | -60.3* | -7.2% | -0.3% | -32.7%
COc1ccc(C(=O)CCC(=O)Nc2cccc(Cl)c2)cc1 | 1.0% | 0.6% | -1.3 | -27.7% | -2.1% | 0.3%
CN1C(=O)NC(NC(=O)c2ccncc2)(C(F)(F)F)C1=O (stereo unspecified) | -6.1% | -0.7% | -5.1 | -12.4% | -0.9% | 3.2%[11.4 µM]
CC1=C(c2ccc(C)cc2)S(=O)(=O)N(Cc2ccc(C(=O)Nc3ccc(F)cc3C)cc2)C1=O | 2.3% | . | -12.4 | . | . | -5.8%
COc1ccccc1C(=O)NCCC(=O)NCc1ccncc1 | 5.8% | 26.3% | -6.2 | -3.3% | . | 0.9%
COc1cc(C(=O)NCc2ccccn2)ccc1OCc1c(C)noc1C | -12.6% | -1.0% | 51.7 | -2.5% | 3.2% | 2.6%
COc1cc(C(=O)N/C(=C\c2cn(C)c3ccccc23)C(=O)NCCCN2CCOCC2)cc(OC)c1OC | 11.7% | 7.3% | -5.7 | 109.6%[activator] | . | 4.0%
O=c1cc(CSc2nnc(COc3cccc4ccccc34)o2)c2ccccc2[nH]1 | 2.3% | 23.2% | 0.0 | -18.6% | 1.5% | -8.8%
Cc1cc(NCCCN(C)C)n2c(nc3ccccc32)c1C#N | 2.4% | 9.0% | -25.9 | -8.8% | ? | 1.0%
COc1ccccc1N1CCN(C(=O)CSc2ncnc3c2cnn3-c2ccc(C)c(C)c2)CC1 | -9.6% | 7.4% | . | -4.5% | -1.2% | -8.6%
Cc1cc(C(=O)CN2CCC(C)CC2)c(C)n1-c1ccccc1F | -4.3% | -10.2% | -10.0 | -12.9% | -18.8% | -9.4%
